Screening data (PubChem BioAssay)
PfG6PD inh: PfG6PD (Plasmodium falciparum) enzyme inhibition; PfGluPho enzyme, NADPH resazurin-diaphorase fluorescence; inhibition, % at 20 µM; hit rate 0.78% among 350,000; AID 504690;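 active means inhibition reaching at least a set limit at 20 µM in the primary screen, cut at about 59% in these data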;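 further: 0% = DMSO wells with substrate and 100% = DMSO wells lacking glucose-6-phosphate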
beta cell repl: inducers of beta-cell replication in MIN6 cells; hit rate 0.29% among 330,000; proliferation, % at 10 µM; AID 2380; MIN6 cells proliferation, ATPlite luminescence, 48 h; cells starved in 0.2% serum; 100% = growth in 10% serum;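 active means compounds whose signal lies at least 3.5 SD above the mean of all wells on their plate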;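 further: 0% = DMSO-treated cells in low-serum medium and 100% = 10% serum control; some compounds called inactive have numbers as strong as hits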
SENP8 block-1: inhibitors of human SENP8 protease | purified SENP8, Z-RLRGG-aminoluciferin cleavage, luminescence | inhibition, % at 10 µM | hit rate 1.2% among 330,000 | Q96LD8 | AID 2540; in the data active means inhibition above about 50%
HKDC1 inhibitor: inhibitors of human hexokinase HKDC1; Q2TB90; recombinant HKDC1, G6PDH/diaphorase resazurin coupled fluorescence; inhibition, % at 20 µM; hit rate 0.16% among 340,000; AID 493160;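 active means inhibition above about 35% when tested at 20 µM, limit read from the data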;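 further: plate controls were DMSO wells with enzyme for no effect and DMSO wells lacking enzyme for full effect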
Target sequence (Q2TB90 whole entry, looked up): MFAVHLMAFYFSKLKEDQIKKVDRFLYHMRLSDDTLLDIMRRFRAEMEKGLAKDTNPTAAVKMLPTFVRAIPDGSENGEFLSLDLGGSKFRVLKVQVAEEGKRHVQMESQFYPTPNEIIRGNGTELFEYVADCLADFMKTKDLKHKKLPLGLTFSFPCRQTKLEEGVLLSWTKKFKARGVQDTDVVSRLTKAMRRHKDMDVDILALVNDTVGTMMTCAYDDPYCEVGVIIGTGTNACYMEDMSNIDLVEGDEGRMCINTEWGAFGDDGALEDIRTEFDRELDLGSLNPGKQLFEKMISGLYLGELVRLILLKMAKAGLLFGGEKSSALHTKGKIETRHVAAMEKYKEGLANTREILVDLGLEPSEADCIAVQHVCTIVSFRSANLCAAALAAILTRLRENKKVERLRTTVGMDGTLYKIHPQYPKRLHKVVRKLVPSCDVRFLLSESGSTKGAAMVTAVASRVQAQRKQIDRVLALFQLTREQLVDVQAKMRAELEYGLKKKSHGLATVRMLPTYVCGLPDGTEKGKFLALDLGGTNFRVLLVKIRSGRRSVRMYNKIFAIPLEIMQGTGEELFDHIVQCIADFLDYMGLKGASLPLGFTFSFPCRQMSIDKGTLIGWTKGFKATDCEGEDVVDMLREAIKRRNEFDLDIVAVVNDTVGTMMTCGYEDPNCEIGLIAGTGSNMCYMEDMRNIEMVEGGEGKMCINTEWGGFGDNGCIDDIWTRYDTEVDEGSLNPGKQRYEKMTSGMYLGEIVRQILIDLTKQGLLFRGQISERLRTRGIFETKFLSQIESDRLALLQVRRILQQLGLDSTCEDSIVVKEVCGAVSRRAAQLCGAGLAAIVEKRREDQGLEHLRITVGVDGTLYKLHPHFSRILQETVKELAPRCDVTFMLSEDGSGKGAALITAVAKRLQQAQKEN
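Test system: recombinant HKDC1 (HK5) hexokinase enzyme, produced in-house; Amount: enzyme 5 µg/mL final; Buffer or medium: Tris pH 8.0 buffer with MgCl2, Tween-20, BSA, BME; Reagent: glucose and ATP substrates; Doses: 20 µM test compound, 1% DMSO; Incubation: 90 min reaction incubation at room temperature, dark; Detection: resorufin fluorescence at 613 nm.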
SENP8 block-2: SENP8 (human) protease inhibition; recombinant SENP8, Nedd8 substrate fluorescence; inhibition, % at 20 µM; hit rate 0.64% among 360,000; AID 602440; in the data active means inhibition mostly above about 40%, no sharp cut-off; inactive means mostly below about 27%
SENP6 block: blocks the human protease SENP6; inhibition, % at 10 µM; Q9GZR1; hit rate 1.8% among 330,000; Recombinant SENP6 catalytic domain, aminoluciferin luminescence;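 active means inhibition above about 50% at the single tested dose, limit read from the data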;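 further: plate controls were DMSO wells with enzyme for no effect and DMSO wells lacking enzyme for full effect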
SENP1 FRET inh: SENP1 (human) catalytic domain inhibition | Q9P0U3 | recombinant SENP1 catalytic domain, CyPet-SUMO1-YPet FRET cleavage | inhibition, % at 10 µM | hit rate 0.21% among 360,000 | AID 624204;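 active means inhibition at least 30% at 10 µM, raw YFP signal under a set limit, fluorescence ratio 0.5 to 1.5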;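 further: 0% = enzyme with DMSO and 100% = no enzyme wells; some results filed as inactive read as strong as hits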
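Compound: 10 µM single point, 0.5% DMSO; Test system: hSENP1 catalytic domain, recombinant; Timing: 50 min reaction at room temperature; Technique: FRET, CFP and YFP emission; Control set: no-enzyme wells low, DMSO-plus-enzyme wells high control.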
SENP7 inh: blocks the human protease SENP7. Q9BQF6. recombinant SENP7, Z-RLRGG-aminoluciferin luminescence, 40 min. inhibition, % at 5 µM. hit rate 1.5% among 330,000. AID 434973;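 active means inhibition above about 50% at the single test dose, limit read from the data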;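 further: plate controls were DMSO with enzyme for no effect and no enzyme buffer wells for full effect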
UBC13 inh: inhibitors of human UBC13 polyubiquitin chain formation; P61088; TR-FRET; inhibition, % at 20 µM; hit rate 0.47% among 330,000; AID 485273; in the data active means inhibition above about 45%, passing the limit was not always enough
Target sequence (P61088 whole entry, looked up): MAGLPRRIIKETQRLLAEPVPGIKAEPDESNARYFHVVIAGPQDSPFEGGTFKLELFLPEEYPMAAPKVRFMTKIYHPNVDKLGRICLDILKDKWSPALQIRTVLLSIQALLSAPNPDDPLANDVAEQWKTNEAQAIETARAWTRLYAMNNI
Numbers without * were called inactive; · = no result given.

SMILES | PfG6PD inh | beta cell repl | SENP8 block-1 | HKDC1 inhibitor | SENP8 block-2 | SENP6 block | SENP1 FRET inh | SENP7 inh | UBC13 inh
CCC(C)(C)NC(=O)C(c1ccc(OC)cc1)N(C(=O)CCC(=O)Nc1cc(C)on1)c1ccccc1F (stereo not drawn) | 15 | 1 | -3 | -5 | 2 | 4 | 1 | 6 | -2
CC12CCC(=O)N1C(C(=O)Nc1nc3ccc(F)cc3s1)CS2 (stereo not drawn) | 0 | -1 | 8 | -4 | -5 | -4 | 1 | -3 | 10
CCOC(=O)c1c(/N=C/N(C)C)sc(C)c1C | 5 | 2 | -2 | -4 | 1 | 7 | -2 | -2 | 5
COc1cccc(C(=O)NCCSc2c(C)[nH]c3ccccc23)c1OC | 8 | 2 | -1 | -4 | 9 | 0 | 0 | 4 | 12
CCOc1cc(C2Nc3ccccc3NC3=C2C(=O)CC(C)(C)C3)ccc1OC(C)=O (stereo not drawn) | -8 | 1 | 11 | 3 | 3 | -4 | 1 | -4 | -10
Cn1c(=O)c(C(=O)CSc2nnc(Nc3ccccc3)s2)c(N)n(Cc2ccccc2)c1=O | -1 | -2 | -1 | -7 | 3 | -19 | -6 | 0 | -9
Cc1cc(C)n(-c2nnc(N3CCN(c4ccc(F)cc4)CC3)nn2)n1 | -15 | -2 | 3 | 0 | 24 | -4 | 1 | 0 | -30
COCC(C)NC(=O)C1CC(c2cccc(Br)c2)=NO1 (stereo not drawn) | -11 | -2 | 4 | -1 | 20 | -6 | -1 | 4 | 10
NS(=O)(=O)c1ccc(CCNC(=O)C2CC(=O)N(Cc3ccccc3Cl)C2)cc1 (stereo not drawn) | 0 | -1 | -2 | -5 | 8 | -3 | 0 | 8 | 3
CCOC(=O)N1CCN(C(=O)CSc2ccc(-c3ccccc3)nn2)CC1 | -11 | -3 | -11 | -6 | -12 | 18 | 0 | -7 | -12
N#Cc1cn(Cc2ccccc2)c(=O)[nH]c1=O | -21 | 2 | -7 | -6 | -6 | -2 | 3 | 9 | 2
C=CCOc1ccc(Br)cc1/C=N/O | 2 | -2 | -6 | -12 | 3 | -12 | 0 | -4 | 0
Cc1ccc(S(=O)(=O)N2CCOCC2)cc1NC(=O)COC(=O)CCn1c(C)csc1=O | 1 | -3 | -8 | -4 | 0 | 10 | 0 | 5 | -1
O=C(c1ccc(F)cc1)c1cn[nH]c1-c1ccccc1O | 7 | 2 | 3 | 2 | 9 | -9 | 0 | 2 | 9
COc1ccccc1-c1c(C)nn2c(N3CCC(C(N)=O)CC3)cc(C)nc12 | -9 | 0 | 5 | -2 | -101 | 2 | 3 | 8 | 1
CC(C)Nc1nc(NC(C)C)nc(N(C)C(N)=O)n1 | -3 | 5 | -2 | -11 | 8 | 8 | -1 | -4 | 6
CCc1ccc(/C=C2\SC(=S)N(CCC(=O)NCCCN3CCOCC3)C2=O)cc1 | -1 | -4 | 1 | 0 | 8 | 2 | 4 | -6 | -12
CSc1ccccc1C(=O)NCCOc1cccc(C)c1 | 4 | 0 | 4 | 3 | 8 | 5 | -1 | 2 | 12
O=C(NCc1ccccc1Cl)c1ccc2nc[nH]c2c1 | -15 | 0 | -3 | 13 | 0 | 5 | -3 | 2 | 0
O=C(NC(=S)N1CCc2ccccc21)c1ccccc1Br | 2 | -1 | -2 | -13 | 15 | 7 | 1 | -2 | 2
COc1ccc(C)cc1Nc1ccc(C(=O)O)cc1[N+](=O)[O-] | -27 | -3 | -1 | -2 | 37 | -2 | 2 | -6 | -14
COc1ccc(C2OC(=O)CC2C(=O)NC(C)C)cc1 (stereo not drawn) | -9 | -4 | -9 | 1 | 4 | 2 | -1 | -3 | -19
COc1ccc(NC(=O)c2ccc(Cl)nc2)cc1S(=O)(=O)N1CCOCC1 | -4 | -1 | -11 | -6 | 2 | 13 | -2 | -2 | 0
Cc1ccc(S(=O)(=O)n2nc(OC(=O)c3c(-c4ccccc4Cl)noc3C)cc2N)cc1 | 1 | -2 | -10 | 10 | 12 | -8 | 0 | -6 | -6
CCN(C(=O)COC(=O)c1ccccc1SCC(=O)NC1CCCCCCC1)C1CCS(=O)(=O)C1 (stereo not drawn) | 3 | -1 | -1 | -5 | 6 | -6 | 1 | -8 | -3
COc1ccc(NC(=O)CSc2nc3sc(C)cc3c(=O)n2C)c(OC)c1 | -1 | 0 | -6 | 1 | 10 | 5 | 1 | 12 | 5
Cc1ccc(CC(NC(=O)c2ccccc2)C(=O)N2CCCC2C(=O)O)cc1 (stereo not drawn) | 16 | 2 | -6 | -12 | 13 | -13 | 0 | -7 | 12
CCn1c(SCC(=O)NC2CCCC2)nnc1-c1c[nH]c2ccccc12 | -8 | 0 | 1 | -5 | 13 | 0 | 3 | 4 | 8
CC(=O)c1cccc(S(=O)(=O)NC2CCCCCC2)c1 | -17 | 1 | -2 | -6 | 16 | 3 | 2 | 1 | 6
COC(=O)Cc1[nH]nc2c1C1(C(=O)N(Cc3ccc(Cl)cc3)c3ccccc31)C(C#N)=C(N)O2 (stereo not drawn) | 37 | -2 | -2 | -1 | 2 | 12 | 0 | 1 | 11

One compound at a time, from the list above. Values in the order: PfG6PD inh	beta cell repl	SENP8 block-1	HKDC1 inhibitor	SENP8 block-2	SENP6 block	SENP1 FRET inh	SENP7 inh	UBC13 inh
Results for N#Cc1cn(Cc2ccccc2)c(=O)[nH]c1=O → -21	2	-7	-6	-6	-2	3	9	2
Results for Cc1ccc(S(=O)(=O)N2CCOCC2)cc1NC(=O)COC(=O)CCn1c(C)csc1=O → 1	-3	-8	-4	0	10	0	5	-1
Results for CC(=O)c1cccc(S(=O)(=O)NC2CCCCCC2)c1 → -17	1	-2	-6	16	3	2	1	6
Results for COc1ccc(C2OC(=O)CC2C(=O)NC(C)C)cc1 (stereo not drawn) → -9	-4	-9	1	4	2	-1	-3	-19
Results for Cn1c(=O)c(C(=O)CSc2nnc(Nc3ccccc3)s2)c(N)n(Cc2ccccc2)c1=O → -1	-2	-1	-7	3	-19	-6	0	-9

Other compounds follow:
SMILES | PfG6PD inh | beta cell repl | SENP8 block-1 | HKDC1 inhibitor | SENP8 block-2 | SENP6 block | SENP1 FRET inh | SENP7 inh | UBC13 inh
CCC1(C)Cc2c(sc3[nH]c(=S)n(Cc4ccccc4)c(=O)c23)CO1 (stereo not drawn) | -7 | -5 | -2 | 0 | -19 | 5 | 2 | -4 | 33
CCCCn1c(N)c(N(CC(C)C)C(=O)CSc2nnc(C)n2-c2ccc(OC)cc2)c(=O)[nH]c1=O | 11 | 1 | -3 | -1 | -2 | -20 | -1 | 4 | 0
CCOc1ccc(N2C(=O)CC(NCCc3ccncc3)C2=O)cc1 (stereo not drawn) | 8 | -2 | 6 | -10 | 8 | 3 | -4 | 1 | -1
Cc1cc(C)c(C#N)c(SCc2nnc(-c3ccccc3)o2)n1 | -13 | 0 | -8 | -3 | -14 | -22 | -15 | -5 | -8
Cc1cc(/C(N)=N/OC(=O)Nc2ccc(Cl)cc2)no1 | -7 | -2 | -7 | -1 | 18 | -1 | 0 | 4 | 3
Cc1nnc(NC(=O)c2ccccc2C(=O)O)s1 | -25 | 0 | -2 | -3 | 5 | 5 | 2 | -4 | 7
Cc1ccc(NC(=O)NCCCCc2ccccc2)cc1 | 4 | -3 | -4 | -1 | 11 | -12 | 0 | -7 | 2
Nc1ccc(N2C(=O)c3ccccc3C2=O)c(Cl)c1 | 5 | -2 | 3 | 1 | 9 | 9 | 3 | 10 | -9
CC(C)(Oc1ccc(Cl)cc1)C(=O)N1CCN(c2ccccn2)CC1 | 9 | 5 | -11 | -7 | 0 | -1 | -1 | 1 | -7
S=C(Nc1ccccc1)N1CCN(c2ccc(N3CCOCC3)nn2)CC1 | 3 | 1 | 6 | -6 | -359 | 7 | -21 | 3 | 8
CCOC(=O)c1[nH]ncc1CN1CCC(Cc2ccccc2)(C(=O)OCC)CC1 | -8 | 1 | 2 | -6 | 21 | -1 | 1 | 2 | 1
O=C(NC1CC1)c1cc2c(F)cccc2s1 | -3 | -1 | -8 | -6 | 4 | -3 | 2 | -7 | -5
O=C(c1ccc(-c2ccccc2)cc1)N1CCN(C(=O)c2ccco2)CC1 | -12 | -2 | 0 | -11 | 16 | 5 | 2 | 4 | 5
c1ccc(CSCc2cn3ccsc3n2)cc1 | 11 | -1 | -8 | -4 | 13 | -1 | -3 | 14 | 6
COc1ccc(/C=C2\C(=N)N3N=C(CC(=O)N4CCCCC4)SC3=NC2=O)cc1 | -44 | -3 | 2 | -2 | 15 | 13 | -3 | 4 | -10
COc1ccc(NC(=O)CS(=O)CC(=O)Nc2cc(Cl)ccc2OC)cc1 (stereo not drawn) | -1 | -1 | 1 | 0 | 33 | 0 | 1 | -9 | 54*
CCCCN=Cc1sc2ccc(OCC)cc2c1O | 16 | -3 | 2 | 5 | -142 | 17 | -40 | 5 | -4
Cc1ccc(S(=O)(=O)N2[C@@H](c3ccc(Br)cc3)C(C(=O)O)=CC[C@H]2c2ccc(Cl)c(Cl)c2)cc1 | -11 | -5 | 20 | 8 | 5 | 19 | -3 | 9 | -16
CC(C)c1nc2c(c(=O)n(C)c(=O)n2C)n1C | -4 | 0 | 17 | -3 | 7 | 1 | 2 | -1 | 2
O=C(Cc1cccc(NC(=O)C2CCCN(C(=O)C3CC3)C2)c1)Nc1cccc(C(=O)N2CCOCC2)c1 (stereo not drawn) | -13 | · | · | 0 | 2 | · | 0 | · | ·
C#CCOCCOCCOCCNc1nc(N2CCOCC2)nc(N2CCN(C(=O)[C@H](CCC(=O)O)n3cc(C(N)Cc4ccc(O)cc4)nn3)CC2)n1 (stereo partly drawn) | -10 | 0 | -1 | -5 | 16 | -17 | -2 | -1 | -13
CC1=NN(C(=O)c2ccc(Cl)cc2)C(O)(c2ccccc2)C1 (stereo not drawn) | -23 | -1 | 0 | -4 | 30 | 1 | 2 | 0 | 6
COc1cc(NC(=O)COC(=O)c2cnc(C)cn2)c(C)cc1[N+](=O)[O-] | -3 | -2 | -12 | -10 | 28 | -16 | 2 | -5 | -9
COc1ccc(CCNC(=O)CSCc2ccc(Cl)cc2)cc1OC | -5 | 0 | -6 | -6 | 10 | -7 | 1 | -7 | -5
Cc1ccc(N(CC(=O)Nc2ccccc2C(=O)N2CCOCC2)S(C)(=O)=O)cc1 | -3 | -3 | 5 | 0 | 14 | 0 | 1 | 4 | -7
CCCCCOc1ccc(C(=O)CCN2CCOCC2)cc1 | 16 | -4 | 4 | 0 | 10 | -21 | 0 | 2 | 1
CCN(CC(=O)NCc1ccc(Cl)cc1)C(=O)/C=C/c1cccs1 | -10 | 2 | -8 | 5 | 15 | -17 | 5 | 2 | -16
COc1ccc(C2=NC(c3ccccc3)CO2)cc1 (stereo not drawn) | · | 3 | 63* | · | · | 70* | · | 50* | 6
COC(=O)Cn1cc(/C=N/NC(=O)c2ccc(C#N)cc2F)c2ccccc21 | 3 | 4 | -3 | -7 | 13 | -24 | 3 | -2 | 0
CCCc1n[nH]c2c1C(=O)CC(C)(C)C2 | 8 | -1 | -5 | -3 | 23 | -10 | -1 | 13 | -1
O=C(CSc1ccc(-c2ccccn2)nn1)NCc1ccc(F)cc1 | 12 | -2 | 6 | 0 | 5 | 0 | 2 | 12 | 1
